# D2 antagonist: antagonists of human D2 dopamine receptor. P14416. HEK293 TREx D2 cells, calcium flux, dopamine EC80. inhibition, % at 10 µM. hit rate 2% among 340,000; in the data active = inhibition above about 30%; note: 0% is about no effect
#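 Cells plated overnight at 30 C with tetracycline; no-wash calcium dye, 30–90 min RT; 10 s baseline; compound pinned; 180 s read; EC80 dopamine added; another 180 s read.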
# Vif-APOBEC3G blk: inhibitors of Vif-APOBEC3G interaction; AID 602310; hit rate 0.076% among 410,000; Potency, µM (titrated, usually from 46.1 µM), inactives show at the top dose activity, negative = active, hits mostly inhibitors; HeLa A3G-eYFP + Vif (tagged APOBEC3G with the HIV-1 protein that degrades it), YFP fluorescence, overnight; Q9HC16;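 note: potency is the fitted concentration of half-maximal effect; % is set by controls: 0 for no effect and ±100 for the full control effect; nearly all actives have a fitted effect of over 60% in size; hits raise eYFP signal because A3G escapes Vif-driven loss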
# Target sequence (Q9HC16 whole entry, looked up): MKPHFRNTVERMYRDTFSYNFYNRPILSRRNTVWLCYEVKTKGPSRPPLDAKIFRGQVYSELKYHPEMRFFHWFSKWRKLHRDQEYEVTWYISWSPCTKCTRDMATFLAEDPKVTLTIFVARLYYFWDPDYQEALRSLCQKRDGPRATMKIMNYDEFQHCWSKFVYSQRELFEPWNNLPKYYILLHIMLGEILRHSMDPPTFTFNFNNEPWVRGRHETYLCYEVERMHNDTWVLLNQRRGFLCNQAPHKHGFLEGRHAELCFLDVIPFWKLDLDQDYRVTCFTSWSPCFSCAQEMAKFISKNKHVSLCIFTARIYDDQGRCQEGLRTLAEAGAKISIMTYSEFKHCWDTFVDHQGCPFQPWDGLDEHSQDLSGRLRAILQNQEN
#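 HeLa cells stably expressing Vif and C-terminally eYFP-tagged A3G, seeded overnight at 37 deg C, then exposed to compound by pintool overnight at 37 deg C. Rise in yellow fluorescence (Ex 488/Em 500-530, Acumen) marks blocked Vif-driven A3G degradation.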
# Vif-A3F inh: inhibitors of Vif-A3F interaction. HeLa A3F-eYFP + Vif (tagged APOBEC3F with the HIV-1 protein that degrades it), YFP fluorescence increase. Potency, µM (doses to about 46.1 µM), inactives show at the highest dose activity, negative = active. hit rate 0.2% among 390,000. AID 602313; note: potency is the fitted concentration of half-maximal effect; % of control where 0% means no effect; nearly all actives have a fitted effect of over 65% in size
#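 HeLa cells stably expressing A3F-eYFP plus Vif, plated and incubated overnight at 37 deg C, then exposed to compounds overnight at 37 deg C. Blocked degradation read as raised yellow fluorescence (Ex 488/Em 500-530).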
# ERG-DNA inh: ERG Ets/DNA interaction inhibition | P11308 | fluorescence polarization, His-ERG Ets domain / labelled DNA | Potency, µM (titrated, usually from 76.9 µM), for inactives: top-dose FP activity, negative = inhibition, usual class: inhibitors | hit rate 0.028% among 370,000 | AID 624246; active = well fitted inhibition curve with a large enough effect in the polarisation, with a control signal flat; inconclusive = small, poorly fitted or top-dose-only effect, or effect the other way, or a change in a side signal; inactive = no such curve, though single readings can be large or run the other way; the % refers to the polarisation;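 note: polarization taken with two DNA probes labelled with fluorescein and Texas red; potency is the fitted concentration of half-maximal effect; % of control where 0% means no effect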
#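 His-tagged ERG Ets domain (1 uM in the protein solution; 300mM KCl, 50mM Tris-HCl, 1mM EDTA, 1mM DTT, pH 7.5) received compound, then a probe mix of 5 nM fluorescein-DNA and 100nM Texas-615-DNA. Fluorescence polarization was read for both dyes.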
# LDHA block: inhibitors of human lactate dehydrogenase A; P00338; purified LDHA, NADH/diaphorase-resazurin fluorescence; active compounds read low; activity change, % (values are at about 110 or 230 µM); hit rate 0.15% among 480,000; AID 1347041; in the data active = activity change below about -30%; inconclusive = mostly about -25% to -30%;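 note: plate controls were DMSO wells for no effect and wells without enzyme for full effect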
#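 Human LDH5 (2 nM) was incubated with 0.06 mM NADH and 0.2 mM pyruvate for 5 min at room temperature in Tris pH 7.4. Remaining NADH was coupled through diaphorase/resazurin, and resorufin fluorescence was read at 0 and 20 min.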
# Glioma ERSR ind: inducers of ER stress response in human glioma cells; U87-MG GRP78 promoter luciferase reporter, 16 h; Potency, µM, without a hit: at the top dose activation, hits mostly activators; hit rate 0.02% among 420,000; AID 602332; note: potency is the fitted concentration of half-maximal effect; series mostly up to about 76 µM; % of control where 0% means no effect; nearly all actives have a fitted effect of over 35% in size
#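 ERSR induction read as luciferase luminescence (Bright-Glo, 10 min at room temperature) in stably transfected human U87-MG glioma cells exposed to compounds for 16 h, using GRP78 as sensor.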
# RGS4 inh: blocks human RGS4-accelerated GTP hydrolysis | P49798 | Transcreener GDP fluorescence polarization, RGS4-accelerated GTP hydrolysis | Potency, µM (titrated, usually from 114 µM), without a hit: at the top dose activity change, negative = inhibition, actives largely listed as inhibitors | hit rate 0.039% among 390,000 | AID 504845; note: potency is the fitted concentration of half-maximal effect; % is set by controls: 0 for no effect and ±100 for the full control effect; nearly all actives have a fitted effect of over 75% in size; some results filed as inactive show a strong effect at the top dose
#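 MLSMR compounds (23 nl, pin-transferred) preincubated 10 min at room temperature with a 500nM (2x) first reagent, then RGS4 at 900nM (2x) plus Transcreener GDP mix added; fluorescence polarization (620/688 nm) read before and after 90 min at 30 °C.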
# ALOX12 inh: ALOX12 (human) lipoxygenase inhibition; AID 1671190; hit rate 1.1% among 580,000; purified 12hLO, xylenol orange hydroperoxide absorbance; P18054; Potency, µM (highest dose often 108 µM), for inactives: top-dose activity change, negative = inhibition, most hits filed as inhibitors; note: potency is the fitted concentration of half-maximal effect; % is set by controls: 0 for no effect and ±100 for the full control effect
# Target sequence (P18054 whole entry, looked up): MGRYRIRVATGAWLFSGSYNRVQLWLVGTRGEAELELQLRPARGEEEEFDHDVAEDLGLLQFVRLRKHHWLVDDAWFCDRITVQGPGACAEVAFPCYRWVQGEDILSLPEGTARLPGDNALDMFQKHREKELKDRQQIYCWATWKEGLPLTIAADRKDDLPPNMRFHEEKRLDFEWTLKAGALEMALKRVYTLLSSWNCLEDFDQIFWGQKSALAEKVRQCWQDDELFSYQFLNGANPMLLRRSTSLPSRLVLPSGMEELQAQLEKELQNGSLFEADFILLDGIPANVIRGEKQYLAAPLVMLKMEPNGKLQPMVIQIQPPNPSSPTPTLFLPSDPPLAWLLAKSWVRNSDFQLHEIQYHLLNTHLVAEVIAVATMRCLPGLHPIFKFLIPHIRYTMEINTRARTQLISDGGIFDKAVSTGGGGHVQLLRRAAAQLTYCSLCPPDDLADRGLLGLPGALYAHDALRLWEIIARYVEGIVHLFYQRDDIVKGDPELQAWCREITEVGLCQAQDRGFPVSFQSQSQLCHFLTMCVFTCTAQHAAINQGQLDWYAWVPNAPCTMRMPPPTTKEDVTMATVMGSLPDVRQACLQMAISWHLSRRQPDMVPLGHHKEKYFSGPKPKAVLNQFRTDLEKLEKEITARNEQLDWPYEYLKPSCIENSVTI
#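 Purified human 12hLO at 150 nM in 25 mM Hepes, 0.01% Triton X-100, pH 7.0, preincubated 15 min at room temperature with compound. Reaction started with 40 uM arachidonic acid, 30 min at room temperature. Hydroperoxide measured by Fe-xylenol orange, 573/405 nm absorbance ratio.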
# D2 ag: D2 dopamine receptor (human) agonism. P14416. HEK293 T-REx D2 cells, calcium flux agonist mode. activation, % at 2 µM. hit rate 0.53% among 340,000. AID 485358;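 active = activation over 3 SD above normal in the single-dose calcium agonist read, cut at about 30% in these data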; note: 0% is about no effect
#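 Tetracycline-induced HEK293 Trex cells with D2 receptor force-coupled to calcium signaling, plated overnight at 30 C and loaded with no-wash calcium dye. Calcium flux read kinetically for 180 s after compound addition; responses flag agonists.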
# Active calls of the source: *; ? = inconclusive; . = no result given; & = joins results of further samples; ! = not confirmed by another sample; [ ] = another dose, or the depositor's remark. Unless noted, calls come from the whole dose curve; as a rule, active = well fitted curve in the direction sought with a large enough effect; inconclusive = small, poorly fitted or top-dose-only effect, or another doubt; inactive = no such curve, though single readings can be large; an effect the other way counts as inactive or inconclusive.
SMILES,D2 antagonist,Vif-APOBEC3G blk,Vif-A3F inh,ERG-DNA inh,LDHA block,Glioma ERSR ind,RGS4 inh,ALOX12 inh,D2 ag
CCCCNc1ccc(C(=O)OCCN(C)C)cc1,.,1.3%,-2.3%,2.4%,5.0,?,-7.0%[56.9 µM],-6.9%,.
COc1ccc(-n2nc3c(N4CCCC(C(=O)NCc5ccccc5C)C4)nnc(C)c3c2C)cc1 (centres undefined),.,?,-5.0%,-0.6%,-7.4,-11.1%,?,-28.4%,0.4
CCC(NC(C)C)C(O)c1ccc(O)c2[nH]c(=O)ccc12 (centres undefined),-10.7,-4.0%,12.3%,-19.5%,6.9,-4.3%,-18.0%,.,26.6
CCN(CC)CCOC(=O)c1ccc(N)cc1,7.4,-2.3%,5.0%,-3.8%,-9.6,-0.2%&-4.8%&-1.5%&-2.9%,2.6%[56.9 µM],3.2%,1.5
COc1ccccc1N1CCN(CCCN=C2CC(=O)N(C)C(=O)N2C)CC1,.,-0.2%,7.5%,15.0%,-6.4,-0.2%,-0.6%,-4.8%,.
C[N+]1(C)CCC(=C(c2ccccc2)c2ccccc2)CC1,-11.9,0.8%,1.5%,15.4%,-8.8,-1.7%&-1.3%,3.1%,-1.3%,-0.9
COc1ccc(-c2cc(=O)c3c(O)cc(OC4OC(COC5OC(C)C(O)C(O)C5O)C(O)C(O)C4O)cc3o2)cc1O (centres undefined),22.9,-3.1%,-4.4%,-2.3%,0.1,-2.6%,-16.0%,23.1%,-0.6
CC1Cc2ccccc2N1NC(=O)c1ccc(Cl)c(S(N)(=O)=O)c1 (centres undefined),26.5,-6.5%,-0.4%,0.3%,-15.2,-3.1%&-3.5%,2.3%,-1.8%,1.3
COc1cc(C(c2c(C)[nH][nH]c2=O)c2c(C)[nH][nH]c2=O)ccc1OC(=O)c1cccc(C)c1,.,0.0%,-12.7%,2.4%,22.9,0.4%,?,?,-0.6
N[C@@H](Cc1c[nH]c2ccc(O)cc12)C(=O)O,-0.3,0.6%,3.5%,-5.7%,1.2&24.2,0.6%&0.1%&-2.9%,23.8µM*!,?,-0.8
C/C=C/C(=O)N(CC)c1ccccc1C,-9.8,-1.9%,2.3%,-1.0%,-7.5,1.2%&-0.7%,17.1%,-0.5%,-1.9
CCCCNc1ccc(C(=O)OCCOCCOCCOCCOCCOCCOCCOCCOCCOC)cc1,.,-3.1%,8.3%,9.7%,-2.5,1.1%&-4.5%,-2.4%,10.7%,.
COc1ccc(-c2cc(=O)c3c(O)cc(O[C@@H]4O[C@H](CO[C@@H]5O[C@@H](C)[C@H](O)[C@@H](O)[C@H]5O)[C@@H](O)[C@H](O)[C@H]4O)cc3o2)cc1O,3.3,0.4%,-11.8%,-6.0%,2.1,3.1%,-24.9%,-4.5%,0.2
C/C=C(/C)C(=O)OC(C)(C)[C@@H]1Cc2c(ccc3ccc(=O)oc23)O1,15.6,-0.5%,1.6%,-7.9%,-6.6,-4.6%,3.6%,18.0%,-1.4
Nc1nc(O)c(N=Nc2ccc(S(N)(=O)=O)cc2)c(=O)[nH]1,5.4,3.0%,-4.5%,-4.0%,4.1,-2.9%,-8.9%,0.0%,0.1
Cc1cncn1CCc1nc2c3ccccc3nc(SCC(=O)Nc3cccc(Cl)c3)n2n1,-8.2,-18.6%&-19.0%,-3.6%&-3.9%,15.9%&2.4%,0.9&-1.7,-0.9%&-6.3%,-31.1%&-13.4%,-4.7%&6.1%,-0.8&-1.2
COc1ccc(C[C@H]2COC(=O)[C@@H]2Cc2ccc(OC3OC(CO)C(O)C(O)C3O)c(OC)c2)cc1OC (some centres undefined),4.7,1.7%,6.6%,-9.5%,-4.5,-1.2%,-17.8%,.,0.2
COc1cc([C@@H]2Oc3cc(C4Oc5cc(O)cc(O)c5C(=O)[C@H]4O)ccc3O[C@H]2CO)ccc1O (some centres undefined),-4.5,-5.2%,-0.2%,-7.0%,-3.0,0.5%,-8.3%,.,-0.4
Cc1cccc(N2CCN(C(=O)CCC(=O)NNc3nc4ccccc4c4nc(C)nn34)CC2C)c1 (centres undefined),.,-2.2%,-1.4%,2.7%,0.7,-0.4%,-9.2%,-9.9%,-0.1
COCCn1c(SCC(=O)Nc2ccc(F)c(Cl)c2)nc2c(oc3ccccc32)c1=O,.,7.4%,?,-1.1%,-9.6,-1.7%,-0.9%,?,0.1
Cc1nc2c(-c3ccccc3)c(C)[nH]n2c(=O)c1Cc1ccc(Br)cc1,.,5.1%,-5.6%,-8.0%,-0.9,-4.6%,-9.6%,-13.3%,-1.3
CC(C)=CCOc1c2ccoc2cc2oc(=O)ccc12,13.5,0.1%,-1.3%,9.5%,-0.9,0.8%,1.3%,-1.8%,-0.5
CC(O)CNC(=O)C(=O)Nc1c2c(nn1-c1ccc(Cl)cc1)CSC2 (centres undefined),.,-6.5%,0.2%,12.5%,-5.8,-0.2%,-21.6%,0.9%,0.5
Cc1cccc2c1NC(=O)C2(c1ccc(O)cc1)c1ccc(O)cc1,.,-29.6%,-8.6%,-2.3%,-5.2,0.7%,1.9%,?,.
COc1ccc(CC(=O)Nc2c(C(=O)N3CCN(c4ccccc4F)CC3)oc3ccccc23)cc1OC,.,-7.8%,-4.2%,-12.6%,-1.7,-2.8%,-4.1%,-11.0%,1.4
# (next part)
SMILES,D2 antagonist,Vif-APOBEC3G blk,Vif-A3F inh,ERG-DNA inh,LDHA block,Glioma ERSR ind,RGS4 inh,ALOX12 inh,D2 ag
CNCCCN1c2ccccc2CCc2ccccc21,39.1*,1.9%,5.1%,-5.5%,-4.1,-5.3%&-6.8%&-3.5%&-5.8%,13.5%[56.9 µM],-28.8%,1.7
COc1cc2ncnc(Nc3cccc(Cl)c3)c2cc1OC,-3.3,-2.4%,.,.,-1.6,7.1%&-0.8%&-8.6%&-2.2%&-0.3%,22.3%[56.9 µM],0.5%[57.4 µM],-2.8
COc1ccc(-c2cn3cccnc3n2)cc1NC(=O)c1cc(C)cc(C)c1,.,.,.,0.8%,-0.5,.,-41.6%,-3.7%,0.3
Oc1ccc2c(c1)OCC1(O)Cc3cc(O)c(O)cc3C21 (centres undefined),.,-23.0%,-27.2%,12.6µM*,1.8,?,?,?,.
Cc1ccc(=O)n(-c2ccccc2)c1,.,0.6%,4.6%,14.7%,-5.7,-2.7%&-2.9%&-1.7%&-4.9%,21.1%[56.9 µM],-11.7%,.
COC(=O)C1=CO[C@@H](O[C@@H]2O[C@H](CO)[C@@H](O)[C@H](O)[C@H]2O)C2C1C[C@H](O)[C@@H]2C (some centres undefined),-6.5,-2.6%,-0.3%,9.8%,-12.0,-2.7%,-2.4%,0.9%,-0.2
O=c1oc2c(O)c(O)cc3c(=O)oc4c(O)c(O)cc1c4c23,-14.5,0.9%&0.2%,-2.6%,5.5%,?,?,?,?,-2.3
COc1cc(-c2oc3cc(O)cc(O)c3c(=O)c2O[C@@H]2O[C@H](COC3O[C@@H](C)[C@H](O)[C@@H](O)[C@H]3O)[C@@H](O)[C@H](O)[C@H]2O)ccc1O (some centres undefined),.,1.0%,7.6%,-3.1%,12.5,-3.3%,15.7%,-9.8%,.
NOCC(=O)O,16.6,-0.4%,4.1%,10.1%,-5.3,-2.4%&-1.4%,-14.3%,2.7%,0.2
COc1ccc(Cn2c(SCc3ccc(C(=O)NC4CCCC4)cc3)nc3ccncc32)cc1,.,-4.1%,1.9%,0.0%,-9.1,3.2%,1.4%,2.9%,0.8
Cc1c(C(=O)O)c(O)cc2c1C(=O)c1c(O)c([C@@H]3O[C@H](CO)[C@@H](O)[C@H](O)[C@H]3O)c(O)c(O)c1C2=O,.,1.2%,2.6%,-15.2%,11.7,-4.2%,-36.5%,-7.7%,.
COc1ccc(C2CNC(=O)C2)cc1OC1CCCC1 (centres undefined),71.2*!,3.7%,4.8%,7.5%,-5.3,-4.0%&-1.8%&0.5%&-1.6%&-2.8%,0.3%[56.9 µM],?,70.3*!
CC(=O)Nc1ccc(CC(=O)O)cc1,-28.8,0.0%,1.2%,3.7%,-3.5,-1.7%&-4.7%,-14.2%,7.8%,0.4
CCc1ccc(CCOc2ccc(CC3SC(=O)NC3=O)cc2)nc1 (centres undefined),.,0.2%,-0.3%,-3.8%,-2.1,1.2%&0.6%&-2.2%,-1.7%,?,.
O=C(CCCCCn1c(=O)c2sccc2n(CC(=O)Nc2cccc(Cl)c2)c1=O)NCc1ccc2c(c1)OCO2,.,-0.7%,-1.7%,-7.2%,-8.3,1.2%,-10.7%,?,1.9
C=CC[n+]1ccc(/C=C2\C=Cc3cc(C)ccc3N2CC)c2ccccc21,11.0,11.3%,-1.8%,102.6%[activator],9.0,-2.5%,-3.9%,.,0.3
O=C(O)CCC(=O)c1ccc(-c2ccccc2)cc1,3.0,-2.5%,-0.7%,-9.0%,-21.0,-4.5%&-8.2%&-7.0%,3.7%,8.7%,0.4
NC1CCN(c2nc3c(cc2F)c(=O)c(C(=O)O)cn3-c2ccc(F)cc2F)C1 (centres undefined),.,-6.8%&-4.8%,2.7%,-14.5%,-2.8&4.2,-5.4%&-3.0%&-3.6%,?,-25.2%,.
CCCCN(CCCC)CC(O)c1cc(Cl)cc2c1-c1ccc(Cl)cc1C2=Cc1ccc(Cl)cc1 (centres undefined),.,4.8%,.,.,1.7,-4.7%,.,?,.
CC12CCC(=O)C=C1CCC1C2CCC2(C)C1CCC2(O)C(=O)CO (centres undefined),.,-2.0%,1.5%,21.1%,-5.9,-2.8%,-6.0%,-18.2%,.
CCn1cc(C(=O)O)c(=O)c2cnc(N3CCNCC3)nc21,-20.3,.,.,.,.,-4.2%&-3.8%,.,-7.2%[22.9 µM],-0.1

# Some of the compounds tested; count on the stated rates, not on these rows.
